RXFP1 antagonist – antagonists of human relaxin receptor RXFP1; Q9HBX9; HEK293-RXFP1, relaxin-stimulated cAMP HTRF, 30 min; hits give low values; activity change, negative = inhibition, % at 57.5 µM; hit rate 0.59% among 350,000;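 active = activity change of -60% or lower, but not beyond a set lower limit; inconclusive = change between -60% and -40%, or beyond the set limit; inactive = change above -40%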; note: % is set by controls: 0 for no effect and ±100 for the full control effect
D2 antagonist – D2 dopamine receptor (human) antagonism | P14416 | HEK293 TREx D2 cells, calcium flux, dopamine EC80 | inhibition, % at 10 µM | hit rate 2% among 340,000 | AID 485344; in the data active = inhibition above about 30%; note: 0% is about no effect
Target sequence (P14416 whole entry, looked up): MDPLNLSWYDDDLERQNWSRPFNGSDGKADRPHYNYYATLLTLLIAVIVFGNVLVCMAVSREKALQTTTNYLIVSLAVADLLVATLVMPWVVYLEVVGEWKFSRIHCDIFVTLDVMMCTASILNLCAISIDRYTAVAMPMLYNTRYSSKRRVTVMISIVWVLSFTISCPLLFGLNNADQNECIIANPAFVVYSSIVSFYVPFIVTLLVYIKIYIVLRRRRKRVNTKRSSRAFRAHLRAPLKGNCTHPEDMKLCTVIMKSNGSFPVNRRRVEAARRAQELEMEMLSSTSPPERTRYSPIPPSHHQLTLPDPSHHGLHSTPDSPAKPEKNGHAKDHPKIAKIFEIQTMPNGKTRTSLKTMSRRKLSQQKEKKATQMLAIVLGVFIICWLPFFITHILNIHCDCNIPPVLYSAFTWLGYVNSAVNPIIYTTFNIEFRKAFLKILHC
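Measurement of antagonist activity uses fluorescent calcium dye in inducible HEK293 T-REx D2 cells: 10 s baseline, compound addition with 180 s read, EC80 dopamine addition with a further 180 s read.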
D2 PAM – D2 dopamine receptor (human) potentiation; P14416; HEK293 T-REx D2, calcium flux, EC20 dopamine potentiation; potentiation, % at 10 µM; hit rate 0.34% among 340,000; AID 485347;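 active = potentiation over 3 SD above the plate norm, cut at about 30% in these data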; note: 0% is about no effect
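Calcium flux readout, no-wash dye, 1 read/s. Inducible HEK293 Trex D2 line, overnight 30 C. Compound alone 180 s (agonist flags), then EC20 dopamine, another 180 s to score potentiation.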
TRHR agonist – agonists of human TRH receptor; hit rate 0.18% among 360,000; AID 493084; P34981; TRHR cells, calcium flux fluo-8, FDSS agonist mode; activation, % at 2 µM; note: 0% is about no effect
Target sequence (P34981 whole entry, looked up): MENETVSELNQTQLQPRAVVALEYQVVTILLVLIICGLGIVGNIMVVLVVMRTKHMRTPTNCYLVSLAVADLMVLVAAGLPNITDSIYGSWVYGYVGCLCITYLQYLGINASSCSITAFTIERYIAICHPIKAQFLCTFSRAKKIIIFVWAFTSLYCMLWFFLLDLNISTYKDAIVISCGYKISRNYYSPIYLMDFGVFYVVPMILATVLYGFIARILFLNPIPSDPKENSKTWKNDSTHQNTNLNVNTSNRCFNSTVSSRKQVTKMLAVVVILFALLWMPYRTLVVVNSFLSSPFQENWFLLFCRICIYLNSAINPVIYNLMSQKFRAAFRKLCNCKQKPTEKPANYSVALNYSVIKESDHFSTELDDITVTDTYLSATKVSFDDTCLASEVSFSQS
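TRHR-expressing cells loaded with fluo-8 calcium dye; 23 nL library compound pin-transferred, kinetic FDSS fluorescence (Ex 480/Em 530) recorded about 180 s for agonist-induced calcium release, before a 10 nM TRH EC20 addition for potentiator mode.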
D1 ag – agonists of human D1 dopamine receptor; HEK293 T-REx D1 cells, calcium flux, agonist mode; activation, % at 2 µM; hit rate 1% among 360,000; note: 0% is about no effect
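Agonism was scored from calcium flux recorded over 180 s (1 read/s) after pintool compound addition, following a 10-cycle baseline. Cells were inducible force-coupled HEK293 TREx D1, plated overnight at 30 C and loaded with no-wash calcium dye.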
D2 ag – D2 dopamine receptor (human) agonism. P14416. AID 485358. HEK293 T-REx D2 cells, calcium flux agonist mode. activation, % at 2 µM. hit rate 0.53% among 340,000;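 active = activation over 3 SD above normal in the single-dose calcium agonist read, cut at about 30% in these data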; note: 0% is about no effect
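Agonism is scored from calcium flux in a force-coupled, inducible HEK293 cell line expressing D2, read kinetically for 180 s after compound addition against dopamine controls.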
D1 antagonist – antagonists of human D1 dopamine receptor | P21728 | HEK293 TREx D1 cells, calcium flux, dopamine EC80; hits give low values | activity change, negative = inhibition, % at 10 µM | hit rate 3.2% among 360,000 | AID 504652; in the data active = activity change below about -30%; note: % is set by controls: 0 for no effect and ±100 for the full control effect
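Kinetic fluorescence of a calcium dye serves as the read-out. D1-expressing Hek293 Trex cells, induced overnight at 30 C, are exposed to compound for 180 s before an EC80 dopamine addition, then read 180 s further.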
D1 potentiator – enhances dopamine response at the human D1 receptor | P21728 | HEK293 TREx D1 cells, calcium flux, dopamine EC20 potentiation | potentiation, % at 10 µM | hit rate 0.036% among 360,000; in the data active = potentiation above about 30%; note: 0% is about no effect
TRHR enhancer – TRH receptor (human) allosteric enhancement | enhancement, % at 2 µM | hit rate 0.66% among 360,000 | TRHR cells, fluo-8 calcium fluorescence, EC20 TRH enhancement | P34981; in the data active = enhancement above about 30%; note: 0% is about no effect
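TRHR-expressing cells loaded with fluo-8 calcium dye were read kinetically (ex 480/em 530) during compound addition, then stimulated with an EC20 of TRH (10 nM final). Enhancement of the Gq-mediated intracellular calcium response was scored.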
The depositor's hits bear a star; ? = inconclusive; . = not tested or not shown; & = joins results of further samples. Cut-off read from the data, not from the text of the source, unless noted: active = activation above about 30%; inactive = the rest.

Molecule	RXFP1 antagonist	D2 antagonist	D2 PAM	TRHR agonist	D1 ag	D2 ag	D1 antagonist	D1 potentiator	TRHR enhancer
O=C(NCCCCc1ccccc1)C1CC(c2ccccc2[N+](=O)[O-])=NO1 (configuration not stated)	.	-5	13	-1.0	4	0.4	24	0	-10
CCOc1ccc(/C=C2\SC(=S)N(CC(=O)N(CCO)C(C)(C)C)C2=O)cc1	?	-2	-1	-0.4	1	-1.1	8	6	-3
CCc1ccc(OS(=O)(=O)c2cn(C)c(=O)n(C)c2=O)cc1	-8	1	8	-0.6	6	-1.1	-4	-10	5
O=C(CN1CCN(Cc2ccccc2)CC1)N1CCN(c2ccccc2)CC1	1	-8	9	0.9	1	0.7	-1	-1	4
COc1ccc(NS(=O)(=O)N2CCOCC2)cc1	3	4	-1	0.6	0	0.6	7	3	-8
CC(=O)NNC(=O)CCC(=O)Nc1ccccc1	-15	.	.	0.5	1	.	-1	0	-2
Cc1ccnc(SCC(=O)N2CCC(C(N)=O)CC2)n1	-15	1	3	1.2	3	0.3	-14	4	-6
NS(=O)(=O)c1ccc(CCNC(=O)CSc2nc3ccsc3c(=O)n2CCCCC(=O)O)cc1	-13	-6	3	-0.7	-2	1.5	-16	4	12
O=C(NNC(=O)c1cccnc1)Nc1ccc([N+](=O)[O-])cc1	-6	-6	-9	-0.3	4	-0.4	16	-1	0
Cc1ccc(Cn2ncc3c(N4CCCC4)ncnc32)cc1	-3	16	15	-0.4	4	0.0	12	-1	-9
CN(C)CCNC(=O)c1ccc2c(c1)N(Cc1ccc(F)cc1)CCS2	-15	-11	-17	0.8	9	1.2	10	-6	-6
Cc1ccc(CCC(=O)Nc2ccc(N(C)C)cc2)o1	.	-42	18	-0.6	1	-0.1	0	2	-5
O=C(C1=C[C@H](c2ccc3c(c2)OCO3)C[C@H](OCCCCO)O1)N1CCOCC1	.	-20	4	-0.8	6	-0.2	34	5	-2
CCN(Cc1ccc(OC)c(F)c1)C(C)C(=O)Nc1ccc(S(=O)(=O)N2CCCC2)cc1 (configuration not stated)	-4	-13	18	0.2	3	0.2	-1	-3	-2
Cn1c(NCC(O)CO)nc2c1c(=O)n(Cc1ccc(Cl)c(Cl)c1)c(=O)n2C (configuration not stated)	-9	9	0	-0.2	-1	-0.2	2	-2	-4
Cc1nc(-c2cccc(NS(=O)(=O)c3ccccc3)c2)cs1	-4	2	4	-0.8	0	0.7	-3	2	1
Cc1ccc(C(=O)N2CCOCC2)cc1Cl	-3	-12	1	0.6	0	-0.1	-2	0	0
COc1cc(OC)cc(-c2nnc(SCc3ccc(C(=O)O)cc3)o2)c1	8	-3	-1	0.2	1	-0.2	5	-2	-7
CCCC1=C(C(=O)OCC)C(c2cccs2)C(C#N)=C(N)O1 (configuration not stated)	-1	9	1	0.4	2	-1.0	-6	6	8
O=C(COc1ccc(Cl)cc1Br)NC(=O)NC1CCCC1	?	5	-3	0.3	1	0.2	12	-10	-1
COc1cc(C(CC(=O)O)n2cnnn2)ccc1OC(C)C (configuration not stated)	-11	-3	2	0.6	2	-0.1	5	-3	-3
COc1ccccc1NCc1cccn1-c1nnc(N2CCCCCC2)s1	.	.	-8	-0.6	-1	-1.1	-1	1	-3
CCOc1ccc(CN(C)C(=O)CNC(=O)c2ccc3ccccc3c2)cc1OC	8	-14	4	-1.7	1	2.0	31	-10	-6
CC1(c2cccc(Br)c2)NC(=O)NC1=O (configuration not stated)	-11	4	-6	0.2	1	0.9	12	-2	-1
O=c1[nH]c2ccccc2cc1CN(Cc1cccnc1)S(=O)(=O)c1ccc(Cl)cc1	-5	2	6	-0.3	0	0.7	-7	1	6
COc1ccccc1NC(=O)C1=C(C)Nc2ncnn2C1c1ccccc1C (configuration not stated)	-7	8	13	-0.3	-1	0.6	-2	-3	-4
Cc1ccc(/C=N/c2sc3c(c2C(N)=O)CCCC3)o1	-7	3	3	0.6	4	-0.2	14	-3	-2
CCCCOC(=O)/C(=C\c1ccc([N+](=O)[O-])o1)NC(=O)c1ccccc1	-9	-14	36*	1.4	1	-0.4	-20	-3	-7
Cc1ccc(S(=O)(=O)NCCn2nc(C)nc2C)cc1	-4	-8	17	1.1	2	0.1	-5	-4	4
O=C(O)c1ccc(Nc2nc(-c3ccccc3)c3ccccc3n2)cc1	-16	4	12	0.0	1	-1.6	14	-5	23
S=c1[nH]nc(C2CCCCC2)n1/N=C/c1ccc(Br)s1	-25	4	0	1.7	2	1.0	10	0	-6
CCOC(=O)c1ccc(NC(=O)C2CCCN(c3ccc(Sc4ccc(C)cc4)nn3)C2)cc1 (configuration not stated)	.	.	12	2.1	4	0.9	-2	4	5
CCn1c(SCC(=O)NCc2ccc(F)cc2)nc2c(c1=O)SC(C)C2 (configuration not stated)	.	5	1	-0.1	-1	-2.8	2	0	-3
CCOC(=O)c1cc(-c2ccccc2)n(CC(=O)N(C)c2ccc(OC)cc2)c1C	-74*	.	16	-0.1	2	0.0	3	-2	0
CC1CCN(CCC(=O)NN)CC1	0	5	-10	0.9	3	0.6	3	3	-5
CC(OC(=O)/C=C/c1ccccc1)C(=O)NC1CCCCC1C (configuration not stated)	-2	-2	-2	-0.1	0	0.3	8	-5	1
O=c1c2cn[nH]c2nc(SCc2c(F)cccc2F)n1-c1ccc(Cl)cc1	-32&-3	7	8&-2	-0.8&-0.3	5&1	0.1&1.6	-18&-4	-1&-2	-2&-5
CC1OC(O[C@H]2CC[C@]3(C)C4C=C[C@]56OC[C@@]7(CC[C@@H](C)[C@H](C)C75)[C@H](O)C[C@@]6(C)[C@]4(C)CC[C@H]3C2(C)C)C(OC2OC(CO)C(O)C(O)C2OC2OCC(O)C(O)C2O)C(O)C1O (some centres not stated)	.	35*	-14	48*	244*	43*	41	14	-22
c1ccc(-n2cc(CN3CCC(N4CCOCC4)CC3)c(-c3ccc4c(c3)OCO4)n2)cc1	-4	-3	-3	0.3	5	-1.5	-1	6	10
COc1ccccc1CNC(=O)c1ccccc1N(C)S(C)(=O)=O	11	-3	1	0.3	1	0.1	-6	-3	1
CC(=O)N(/N=C/c1ccc(C)cc1)c1nc(CCl)cs1	-6	6	17	-1.8	4	-2.3	-14	2	6
c1ccc(Cn2ncc3c(N4CCOCC4)ncnc32)cc1	0	-9	18	0.4	0	0.2	-1	-3	0
COC(=O)Cn1c(Cc2ccccc2)nc2ccccc21	9	-3	9	0.1	-1	0.3	-15	-3	8
CC(C)OCc1c(C(=O)OC/C(O)=C(\C#N)c2nc3ccccc3[nH]2)oc2ccccc12	10	-20	14	1.0	1	1.2	6	-1	10
COc1ccc(CCNC(=O)c2ccc(Cn3c(=O)c4ccccc4n(CC(=O)C(C)(C)C)c3=O)cc2)cc1OC	.	.	21	0.4	5	.	5	0	-1
COC1CCN(C(=O)CC2C(=O)NCCN2CC2CCCCC2)CC1 (configuration not stated)	1	1	-2	-0.5	0	0.8	-4	0	0
COc1ccc(NC(=O)CN(C)CC(=O)Nc2cccc(C(F)(F)F)c2)cc1	-29	-6	-17	0.8	14	2.0	-10	-3	3
O=C(c1noc2c1CCCC2)N1CCN(c2ccccc2)CC1	-6	-12	2	0.4	2	0.7	3	-3	6

7 structures from above, ordered by length of the SMILES, highest first:
Molecule	RXFP1 antagonist	D2 antagonist	D2 PAM	TRHR agonist	D1 ag	D2 ag	D1 antagonist	D1 potentiator	TRHR enhancer
CC1OC(O[C@H]2CC[C@]3(C)C4C=C[C@]56OC[C@@]7(CC[C@@H](C)[C@H](C)C75)[C@H](O)C[C@@]6(C)[C@]4(C)CC[C@H]3C2(C)C)C(OC2OC(CO)C(O)C(O)C2OC2OCC(O)C(O)C2O)C(O)C1O (some centres not stated)	.	35*	-14	48*	244*	43*	41	14	-22
CC(C)OCc1c(C(=O)OC/C(O)=C(\C#N)c2nc3ccccc3[nH]2)oc2ccccc12	10	-20	14	1.0	1	1.2	6	-1	10
O=c1c2cn[nH]c2nc(SCc2c(F)cccc2F)n1-c1ccc(Cl)cc1	-32&-3	7	8&-2	-0.8&-0.3	5&1	0.1&1.6	-18&-4	-1&-2	-2&-5
COC1CCN(C(=O)CC2C(=O)NCCN2CC2CCCCC2)CC1 (configuration not stated)	1	1	-2	-0.5	0	0.8	-4	0	0
CC(=O)N(/N=C/c1ccc(C)cc1)c1nc(CCl)cs1	-6	6	17	-1.8	4	-2.3	-14	2	6
O=C(c1noc2c1CCCC2)N1CCN(c2ccccc2)CC1	-6	-12	2	0.4	2	0.7	3	-3	6
COC(=O)Cn1c(Cc2ccccc2)nc2ccccc21	9	-3	9	0.1	-1	0.3	-15	-3	8

Further records follow.
Each structure is followed by: RXFP1 antagonist | D2 antagonist | D2 PAM | TRHR agonist | D1 ag | D2 ag | D1 antagonist | D1 potentiator | TRHR enhancer
CC1CN(S(=O)(=O)c2ccc(C(=O)Nc3sc4c(c3C(N)=O)CCN(C)C4)cc2)CC(C)O1 (configuration not stated)
→ . | -9 | 10 | -1.2 | 3 | -0.4 | -15 | 0 | 8
CCOc1ccc(S(=O)(=O)Nc2ccccc2C(=O)NCC2CCCO2)cc1 (configuration not stated)
→ 5 | -12 | 15 | -1.4 | 1 | -0.3 | 17 | -6 | -2
O=C(NC1CC2CCCC(C1)N2C(=O)Nc1ccc(Cl)c(C(F)(F)F)c1)C1CC1 (configuration not stated)
→ -2 | 10 | -4 | -0.7 | 1 | 0.0 | 4 | 0 | -1
Cc1ccc(OCC(=O)N2CCC(Cc3ccccc3)CC2)c([N+](=O)[O-])n1
→ 6 | -3 | 19 | -0.7 | 0 | -0.1 | 2 | 1 | 15
COc1ccc(NC(=O)CN(C)C(=O)CCc2ccccc2)cc1
→ 0 | -1 | 8 | 1.2 | 3 | -0.1 | 1 | -3 | 4
COC(=O)c1cc(N2C(=O)C3C(C2=O)C2(C)C=CC3(C)O2)ccc1Cl (configuration not stated)
→ . | -9 | -6 | -0.1 | 3 | 0.3 | -8 | -1 | 1
CCOC(=O)N1CCc2c(sc3c2C(=O)NC(c2ccc(C(=O)OC)cc2)N3)C1 (configuration not stated)
→ . | . | -5 | -0.2 | -2 | 0.3 | 2 | 1 | 4
COc1cc2[nH]c(=O)n(CCCC(=O)N(C)Cc3ccccc3)c(=O)c2cc1OC
→ -7 | . | -5 | -0.1 | 2 | . | -1 | 0 | 8
O=C(COC(=O)c1sc2cc(F)ccc2c1Cl)Nc1ncc(Cl)cc1Cl
→ 5 | 4 | 1 | 1.5 | 4 | 0.0 | -12 | 3 | 2

Compound activity deposited in PubChem by National Center for Advancing Translational Sciences (NCATS).
